Source: PubChem
RXFP1 antag: RXFP1 (human) relaxin receptor antagonism. Q9HBX9. HEK293-RXFP1, relaxin-stimulated cAMP HTRF, 30 min; stronger effect = lower value. activity change, negative = inhibition, % at 57.5 µM. hit rate 0.59% among 350,000;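 active = activity change of -60% or lower, but not beyond a set lower limit; inconclusive = change between -60% and -40%, or beyond the set limit; inactive = change above -40%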; note: % is set by controls: 0 for no effect and ±100 for the full control effect
Vif-APOBEC3G blk: Vif-A3G binding inhibition; Q9HC16; HeLa A3G-eYFP + Vif (tagged APOBEC3G with the HIV-1 protein that degrades it), YFP fluorescence, overnight; Potency, µM (titrated, usually from 46.1 µM), inactives show at the highest dose activity, negative = active, hits mostly inhibitors; hit rate 0.076% among 410,000; AID 602310;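 note: potency is the fitted concentration of half-maximal effect; % is set by controls: 0 for no effect and ±100 for the full control effect; nearly all actives have a fitted effect of over 60% in size; hits raise eYFP signal because A3G escapes Vif-driven loss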
Target sequence (Q9HC16 whole entry, looked up): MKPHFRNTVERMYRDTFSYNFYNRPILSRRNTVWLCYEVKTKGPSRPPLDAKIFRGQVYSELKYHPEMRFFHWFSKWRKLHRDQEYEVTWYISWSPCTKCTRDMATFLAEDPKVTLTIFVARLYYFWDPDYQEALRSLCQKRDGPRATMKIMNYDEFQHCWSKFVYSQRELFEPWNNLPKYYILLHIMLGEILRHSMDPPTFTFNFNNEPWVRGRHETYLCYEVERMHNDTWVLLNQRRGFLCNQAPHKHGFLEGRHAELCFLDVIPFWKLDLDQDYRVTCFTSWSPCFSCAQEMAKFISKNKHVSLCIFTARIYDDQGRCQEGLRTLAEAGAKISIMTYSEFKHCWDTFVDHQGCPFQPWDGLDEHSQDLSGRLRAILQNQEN
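Read-out is eYFP fluorescence (Ex 488/Em 500-530) from Vif-expressing HeLa A3G-eYFP cells; more signal means A3G escaped Vif-mediated degradation. Cells plated overnight, compound pinned in, incubated overnight at 37 deg C.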
RXFP1 agonist: agonists of human relaxin receptor RXFP1 | Q9HBX9 | HEK293T-RXFP1 cAMP TR-FRET, 30 min; response scale: percent of porcine relaxin response, buffer zero | Potency, µM (highest dose often 57.5 µM), for inactives: at the highest dose activation, usual class: activators | hit rate 0.3% among 370,000; note: potency is the fitted concentration of half-maximal effect; % is set by controls: 0 for no effect and ±100 for the full control effect; nearly all actives have a fitted effect of over 60% in size; many of its hits are not listed in these tables
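cAMP rise read by TR-FRET after 30 min, 37C compound exposure (up to 58 uM) in RXFP1-transfected HEK293 cells with Ro 20174 present. EC50 from Hill-equation fits, with 29 nM porcine relaxin as 100% and buffer as basal.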
Vif-APOBEC3F blk: blocks the Vif interaction with APOBEC3F; HeLa A3F-eYFP + Vif (tagged APOBEC3F with the HIV-1 protein that degrades it), YFP fluorescence increase; Potency, µM (top dose mostly 46.1 µM), for the others: at the highest dose activity, negative = active; hit rate 0.2% among 390,000; note: potency is the fitted concentration of half-maximal effect; % of control where 0% means no effect; nearly all actives have a fitted effect of over 65% in size
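HeLa cells stably expressing A3F-eYFP plus Vif, plated and incubated overnight at 37 deg C, then exposed to compounds overnight at 37 deg C. Blocked degradation read as raised yellow fluorescence (Ex 488/Em 500-530).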
D1 antag: antagonists of human D1 dopamine receptor; P21728; HEK293 TREx D1 cells, calcium flux, dopamine EC80; stronger effect = lower value; activity change, negative = inhibition, % at 10 µM; hit rate 3.2% among 360,000; in the data active = activity change below about -30%; note: % is set by controls: 0 for no effect and ±100 for the full control effect
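Calcium flux readout: force-coupled, inducible Hek293 Trex D1 line, cells induced overnight at 30 C with tetracycline, dye-loaded 30–90 min at RT. Antagonism scored against EC80 dopamine challenge given 180 s after compound.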
D2 potentiator: positively modulates the human D2 dopamine receptor allosterically. P14416. hit rate 0.34% among 340,000. HEK293 T-REx D2, calcium flux, EC20 dopamine potentiation. AID 485347. potentiation, % at 10 µM;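 active = potentiation over 3 SD above the plate norm, cut at about 30% in these data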; note: 0% is about no effect
Target sequence (P14416 whole entry, looked up): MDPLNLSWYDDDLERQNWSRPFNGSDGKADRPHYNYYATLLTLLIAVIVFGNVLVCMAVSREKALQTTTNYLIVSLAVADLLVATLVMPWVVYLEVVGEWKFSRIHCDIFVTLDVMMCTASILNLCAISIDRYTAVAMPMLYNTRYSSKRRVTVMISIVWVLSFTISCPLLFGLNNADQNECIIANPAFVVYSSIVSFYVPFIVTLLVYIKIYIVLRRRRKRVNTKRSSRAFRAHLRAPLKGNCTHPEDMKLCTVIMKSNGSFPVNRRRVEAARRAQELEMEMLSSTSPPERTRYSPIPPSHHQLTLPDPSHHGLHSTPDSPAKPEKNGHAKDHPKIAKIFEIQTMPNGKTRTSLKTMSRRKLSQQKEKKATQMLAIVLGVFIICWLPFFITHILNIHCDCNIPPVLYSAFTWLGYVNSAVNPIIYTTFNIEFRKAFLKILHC
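Potentiation of an EC20 dopamine calcium response measured kinetically over 180 s, after a preceding 180 s compound-only read flagging agonists. Cells: inducible Hek293 Trex D2 line, 4000/well, cultured overnight at 30 C before dye loading.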
D1 agonist: human D1 receptor agonism; hit rate 1% among 360,000; P21728; HEK293 T-REx D1 cells, calcium flux, agonist mode; activation, % at 2 µM; in the data active = activation above about 30%; note: 0% is about no effect
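Inducible HEK293 T-REx D1 cells, force-coupled to calcium signalling, were plated at 4000 cells/well with tetracycline and held overnight at 30 C. After no-wash calcium dye loading, compound-evoked calcium rise over 180 s flagged agonists.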
D1 potentiator: potentiators of human D1 dopamine receptor. hit rate 0.036% among 360,000. potentiation, % at 10 µM. AID 504651. P21728. HEK293 TREx D1 cells, calcium flux, dopamine EC20 potentiation; in the data active = potentiation above about 30%; note: 0% is about no effect
Glioma ERSR ind: induces the endoplasmic reticulum stress response in human glioma cells; U87-MG GRP78 promoter luciferase reporter, 16 h; Potency, µM, without a hit: at the top dose activation, hits mostly activators; hit rate 0.02% among 420,000; AID 602332; note: potency is the fitted concentration of half-maximal effect; series mostly up to about 76 µM; % of control where 0% means no effect; nearly all actives have a fitted effect of over 35% in size
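ERSR induction read as luciferase luminescence (Bright-Glo, 10 min at room temperature) in stably transfected human U87-MG glioma cells exposed to compounds for 16 h, using GRP78 as sensor.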
* hit, by the source's call; ? = inconclusive; / = no result given; & = joins results of further samples. Unless noted, calls come from the whole dose curve; as a rule, active = well fitted curve in the direction sought with a large enough effect; inconclusive = small, poorly fitted or top-dose-only effect, or another doubt; inactive = no such curve, though single readings can be large; an effect the other way counts as inactive or inconclusive. A portion of the library; rates above refer to the full screens.

SMILES	RXFP1 antag	Vif-APOBEC3G blk	RXFP1 agonist	Vif-APOBEC3F blk	D1 antag	D2 potentiator	D1 agonist	D1 potentiator	Glioma ERSR ind
CN(C(=O)c1ccc(S(=O)(=O)N2CCCCC2)cc1)C1CCS(=O)(=O)C1 (centres undefined)	-2	1%	-0.8%	-19%	2	-1	0	2	-2%
Cc1ccc(CNC(=O)COCc2cc(-c3cccs3)on2)cc1	-34	1%	0.3%	-4%	6	/	0	-1	-3%
COc1ccc(OCc2nnc(SCC(=O)N3CCCC3)o2)cc1	-12	-1%	-2.1%	-10%	3	/	0	-3	-4%
COc1cc(C(=O)Nc2nnc(Cc3ccccc3)s2)cc(OC)c1OC	8	?	0.1%	25%	0	-8	1	-8	1%
CCn1nc(C)cc1C(=O)OCC(=O)c1ccc(Cl)cc1	-20	4%	-0.4%	1%	-63*	6	3	-8	-6%
O=Cc1c(N2CCSCC2)nc2ccccn2c1=O	-17	2%	9.9%	4%	-10	-1	2	-3	1%
COC(=O)CN(c1ccc(C(C)C)cc1)S(=O)(=O)c1c(C)[nH]c(=O)[nH]c1=O	/	-3%	1.2%	0%	-12	1	0	0	-2%
CCN(CC)C(=O)C1=C(C)N(Cc2ccc(C(C)(C)C)cc2)C(=O)C(CC(=O)NCc2cccc3ccccc23)C1 (centres undefined)	1	-11%	/	-7%	/	/	/	/	0%
COc1ccc2[nH]c(=O)c(CN(CC3CCCO3)C(=S)Nc3ccc(C)cc3)cc2c1 (centres undefined)	-4	-10%	2.5%	0%	-15	-5	3	-2	-2%
Cc1cc(=O)oc(C)c1C(=O)NCC(C)C	1	-1%	0.0%	0%	6	-5	1	1	-5%
COc1ccccc1Cc1nc2ccccc2n1S(=O)(=O)c1ccc(Cl)cc1	-3	-9%	-0.1%	-4%	11	4	4	-2	-4%
CC1CC1C(=O)Nc1nc2ccc(Cl)cc2s1 (centres undefined)	-7	1%	/	-4%	/	/	/	/	8%
CCOC(=O)C1=C(C)NC(SC)=C(C#N)C1CC(C)C (centres undefined)	3	?	-0.6%	-12%	-27	-10	3	-20	-4%
O=C(COC(=O)CN1C(=O)NC2(CCCC2)C1=O)NCc1ccc(Cl)cc1Cl	8	-1%	/	9%	/	/	/	/	-5%
O=C(COc1ccc(Cl)cc1)N/N=C/CCc1ccccc1	-12	-4%	0.3%	-10%	-4	-6	2	1	-3%
COc1cc(CN2CCN(Cc3ccco3)CC2)cc(OC)c1	-5	1%	-1.7%	-25%	9	1	0	-8	-4%
S=C(c1cccs1)N1CCCC1	-2	2%	0.3%	-2%	-5	3	1	-6	-1%
COC(=O)Nc1ccc(S(=O)(=O)N2CCC(C(=O)NC3CCCCC3)CC2)cc1	6	-4%	-0.4%	-1%	4	-4	1	6	-3%
Cc1cccc(C(=O)Nc2ccc(C(=O)N/N=C/c3ccc(C)o3)cc2)c1	-16	-4%	-3.9%	2%	-48*	19	7	-9	2%
O=C(CCCCCN1C(=O)[C@@H]2Cc3ccccc3CN2C1=O)Nc1ccccc1Cl	3	-6%	1.7%	-10%	-7	7	6	-8	-1%
COc1cccc(-c2ccc(NC(=O)C3CCCN(CCCn4cccn4)C3)cc2)c1 (centres undefined)	-26	2%	1.1%	6%	-12	-16	38*	-11	-3%
COc1ccc(OC)c(NC(=O)Cc2cccs2)c1	-7	-6%	2.8%	0%	10	-2	0	-8	-2%
O=C(N/C(=C\c1cccs1)C(=O)N1CCOCC1)c1ccco1	1	2%	-0.1%	-9%	9	-9	2	3	-5%
Cc1ccc2[nH]c(=O)c(CN(CCO)C(=O)NCc3ccccc3)cc2c1	/	-7%	2.1%	5%	-16	5	1	-4	-3%
S=C(NCCc1ccc(Cl)cc1)NC1CC1	-2	0%	-0.6%	-2%	/	-8	-3	-4	1%
CN1CCN(S(=O)(=O)c2ccc3c4c(cccc24)C(=O)N3)CC1	/	0%	2.9%	2%	14	4	5	/	-4%
O=c1cc(/N=C/c2coc3c(ccc4ccccc43)c2=O)[nH]c(=S)[nH]1	-21	-25%	0.6%	3%	-31*	2	7	1	-2%
O=C(c1ccc(Br)o1)N1CCN=C1SCc1cccnc1	/	-1%	0.8%	-14%	-5	12	1	/	-3%
COc1ccc(S(=O)(=O)N2CCC(O)(c3ccc(Cl)cc3)CC2)cc1	0	0%	1.2%	-5%	-36*	-1	11	-7	-5%
Cc1ccccc1NC(=O)Cc1nc(COC(=O)/C=C/c2ccc(F)cc2)cs1	3	-3%	/	-4%	/	/	/	/	-7%
COc1ccc(-c2nc(S(=O)(=O)c3ccc(Cl)cc3)c(NCc3ccccc3)o2)cc1	2	/	-1.2%	/	21	9	2	-3	/
C/C(=N\NC(=O)CSCc1cccc(Br)c1)c1ccc([N+](=O)[O-])cc1	6	-4%	3.3%	1%	-13	-4	2	-8	-2%
CCOc1ccc(S(=O)(=O)Nc2ccc(OC)c(Cl)c2)c2cccnc12	-4	-3%	-1.2%	-3%	14	/	0	2	0%
CC(OC(=O)CCCN=C1NS(=O)(=O)c2ccccc21)C(=O)Nc1ccccc1[N+](=O)[O-] (centres undefined)	7	-1%	-0.1%	-6%	3	-34	7	2	-4%
CC(=O)C1=C(O)C(=O)N(CCc2ccccc2)C1c1ccccc1[N+](=O)[O-] (centres undefined)	-2	0%	4.6%	8%	-9	3	3	1	2%
CCN(CC)C(=O)n1cnc(-c2ccccc2)c1-c1ccccc1	-1	0%	0.3%	-17%	1	4	0	9	-5%
CCn1nc(C(=O)NCc2nnc3ccccn23)c2ccccc2c1=O	-13	0%	8.0%	2%	11	5	4	-3	-2%
N#C/C(=C/Nc1ccccc1F)S(=O)(=O)c1ccc(Cl)cc1	2	-2%	9.1%	2%	-28	3	18	0	-6%
Cc1ccc(OCC(O)CNC2CCCC2)c(C)c1 (centres undefined)	7	4%	0.2%	-4%	-22	-4	11	-7	-1%
CCN(CC)CCn1c(SCC(=O)Nc2cccc(OC)c2)nc2c(sc3ccccc32)c1=O	-24	-1%	0.8%	?	-13	/	0	-1	1%
Cc1ccc(CNC(=O)CSc2nc(=O)n3ccc(C)cc3n2)cc1	6	0%	/	-9%	/	/	/	/	-1%
Cc1cc(Cl)ccc1NC(=S)N1CCN(Cc2ccc3c(c2)OCO3)CC1	-16	3%	-6.5%	-9%	-28	5	11	-3	4%
Cc1c(C(=O)NCCN(C)C)oc2c1-c1nn(Cc3ccccc3Cl)cc1CC2	-19	-1%	?	-6%	-7	7	0	0	-4%
COc1ccc(CNC(=O)C(=O)Nc2ccccc2OC)cc1	-2	0%	2.7%	-16%	-13	-2	-2	1	2%
CC(C)Oc1cccc(-c2cc(C(=O)N3CCN(c4ncccn4)CC3)c3ccccc3n2)c1	/	/	-1.3%	/	25	8	11	0	/
C[C@H](NC(=O)c1nc[nH]c1C(=O)NC1CCNCC1)C(=O)OC(C)(C)C	/	4%	1.9%	-3%	16	10	3	2	-6%
CCCNC(=O)COc1coc(CN2CCN(C(=O)c3ccco3)CC2)cc1=O	-6	3%	1.2%	-2%	1	23	2	-9	1%
O=C(CCS(=O)(=O)c1cccc2nsnc12)N1CC(=O)N(CCc2ccccc2)C(=O)C1	-11	1%	0.7%	/	-11	-4	4	2	-5%
CCOc1ccc(NC(=O)C2Cc3ccccc3N2C(=O)c2ccccc2)cc1 (centres undefined)	-16	-4%	3.3%	0%	-2	-1	1	0	2%
O=C(CCS(=O)(=O)c1ccc(Br)cc1)N1CCN(c2ccc(F)cc2)CC1	-3	6%	0.7%	1%	-8	-6	3	-6	-5%

Copied from the list.
`COc1ccccc1Cc1nc2ccccc2n1S(=O)(=O)c1ccc(Cl)cc1` in Vif-APOBEC3F blk has -4%
`CCn1nc(C(=O)NCc2nnc3ccccn23)c2ccccc2c1=O` in RXFP1 antag has -13

More records:
SMILES	RXFP1 antag	Vif-APOBEC3G blk	RXFP1 agonist	Vif-APOBEC3F blk	D1 antag	D2 potentiator	D1 agonist	D1 potentiator	Glioma ERSR ind
CC1CCN(c2nc3ccc(C(=O)NCCCN4CCCCC4)cc3s2)CC1	/	3%	-0.7%	2%	-7	-6	-1	-2	0%
Fc1ccccc1COc1ccc(Br)cc1CNCc1cccnc1	-25	0%	-2.9%	10%	7	-13	4	-2	-3%
N#C/C(=C\c1ccccc1)c1nc(-c2cc3cc(Br)ccc3oc2=O)cs1	-5	-5%	-1.4%	1%	3	3	0	0	-1%
CC(=O)Nc1ccc(S(=O)(=O)Nc2nc3c(s2)CCCC3)cc1	-3	-4%	-0.6%	2%	-6	7	2	2	3%
CCc1ccc2c(c1)c(=O)c(S(=O)(=O)c1ccc(F)cc1)cn2CC(=O)Nc1ccc(C)cc1C	/	3%	27%	-6%	-1	10	6	0	-1%
NC(=O)N/N=C/c1cn(-c2ccccc2)nc1-c1ccccc1	-19	-6%	-5.5%	6%	-16	4	2	2	9%
CCOC(=O)C1=C(CNCc2ccccc2Cl)NC(=O)NC1c1ccc2c(c1)OCO2 (centres undefined)	-8	-3%	2.9%	/	-5	2	0	5	-2%
CCOC(=O)C1CCN(c2nc(-c3ccc(Br)cc3)nc3ccccc23)CC1	-14&-16	-1%&-21%	0.4%&4.2%	3%&-1%	1&-12	-5&10	5&-1	-7&0	-7%&-5%
O=C(N/N=C\c1ccc2c(c1)OCO2)c1ccco1	/	0%	0.5%	2%	8	-2	0	-10	-6%
Cc1cc(C(=O)Nc2cccc(C(F)(F)F)c2)c2c(C)nn(-c3cccc(F)c3)c2n1	-4	1%	-0.4%	-9%	-34*	2	20	-7	-4%
O=C(CCN1C(=O)c2ccccc2C1=O)Nc1ccc(S(=O)(=O)N2CCOCC2)cc1	-7	5%	0.4%	-8%	-12	-7	1	-1	-2%
COC(=O)C12CCC(C)(c3nc4ccccc4nc31)C2(C)C (centres undefined)	-3	1%	1.9%	-4%	6	-1	2	11	-3%
O=C(c1cc(-c2cccs2)nc2ccccc12)N1CCN(S(=O)(=O)c2ccccc2)CC1	8	0%	1.1%	-4%	-9	2	6	3	-4%
COc1ccc(S(=O)(=O)N2CCC(C(N)=O)(N3CCCCC3)CC2)cc1	5	3%	0.1%	-3%	-8	/	-1	6	-1%
